Screening data: PubChem BioAssay, National Center for Advancing Translational Sciences (NCATS)
MLL CXXC-DNA inh – blocks binding of human MLL CXXC domain to DNA | Q03164 | MLL-CXXC / FITC-HOXA9 DNA fluorescence polarization | Potency, µM (doses to about 115 µM), for the others: at the highest dose activity change, negative = inhibition, actives largely listed as inhibitors | hit rate 0.037% among 290,000 | AID 2662; active = well fitted inhibition curve with a large enough effect in the polarisation, with a control signal flat, not every such curve was filed as active; inconclusive = small, poorly fitted or top-dose-only effect, or effect the other way, or a change in a side signal; inactive = no such curve, though single readings can be large or run the other way; the % refers to the polarisation; note: potency is the fitted concentration of half-maximal effect
Target sequence (Q03164 whole entry, looked up, the tested form may be a part): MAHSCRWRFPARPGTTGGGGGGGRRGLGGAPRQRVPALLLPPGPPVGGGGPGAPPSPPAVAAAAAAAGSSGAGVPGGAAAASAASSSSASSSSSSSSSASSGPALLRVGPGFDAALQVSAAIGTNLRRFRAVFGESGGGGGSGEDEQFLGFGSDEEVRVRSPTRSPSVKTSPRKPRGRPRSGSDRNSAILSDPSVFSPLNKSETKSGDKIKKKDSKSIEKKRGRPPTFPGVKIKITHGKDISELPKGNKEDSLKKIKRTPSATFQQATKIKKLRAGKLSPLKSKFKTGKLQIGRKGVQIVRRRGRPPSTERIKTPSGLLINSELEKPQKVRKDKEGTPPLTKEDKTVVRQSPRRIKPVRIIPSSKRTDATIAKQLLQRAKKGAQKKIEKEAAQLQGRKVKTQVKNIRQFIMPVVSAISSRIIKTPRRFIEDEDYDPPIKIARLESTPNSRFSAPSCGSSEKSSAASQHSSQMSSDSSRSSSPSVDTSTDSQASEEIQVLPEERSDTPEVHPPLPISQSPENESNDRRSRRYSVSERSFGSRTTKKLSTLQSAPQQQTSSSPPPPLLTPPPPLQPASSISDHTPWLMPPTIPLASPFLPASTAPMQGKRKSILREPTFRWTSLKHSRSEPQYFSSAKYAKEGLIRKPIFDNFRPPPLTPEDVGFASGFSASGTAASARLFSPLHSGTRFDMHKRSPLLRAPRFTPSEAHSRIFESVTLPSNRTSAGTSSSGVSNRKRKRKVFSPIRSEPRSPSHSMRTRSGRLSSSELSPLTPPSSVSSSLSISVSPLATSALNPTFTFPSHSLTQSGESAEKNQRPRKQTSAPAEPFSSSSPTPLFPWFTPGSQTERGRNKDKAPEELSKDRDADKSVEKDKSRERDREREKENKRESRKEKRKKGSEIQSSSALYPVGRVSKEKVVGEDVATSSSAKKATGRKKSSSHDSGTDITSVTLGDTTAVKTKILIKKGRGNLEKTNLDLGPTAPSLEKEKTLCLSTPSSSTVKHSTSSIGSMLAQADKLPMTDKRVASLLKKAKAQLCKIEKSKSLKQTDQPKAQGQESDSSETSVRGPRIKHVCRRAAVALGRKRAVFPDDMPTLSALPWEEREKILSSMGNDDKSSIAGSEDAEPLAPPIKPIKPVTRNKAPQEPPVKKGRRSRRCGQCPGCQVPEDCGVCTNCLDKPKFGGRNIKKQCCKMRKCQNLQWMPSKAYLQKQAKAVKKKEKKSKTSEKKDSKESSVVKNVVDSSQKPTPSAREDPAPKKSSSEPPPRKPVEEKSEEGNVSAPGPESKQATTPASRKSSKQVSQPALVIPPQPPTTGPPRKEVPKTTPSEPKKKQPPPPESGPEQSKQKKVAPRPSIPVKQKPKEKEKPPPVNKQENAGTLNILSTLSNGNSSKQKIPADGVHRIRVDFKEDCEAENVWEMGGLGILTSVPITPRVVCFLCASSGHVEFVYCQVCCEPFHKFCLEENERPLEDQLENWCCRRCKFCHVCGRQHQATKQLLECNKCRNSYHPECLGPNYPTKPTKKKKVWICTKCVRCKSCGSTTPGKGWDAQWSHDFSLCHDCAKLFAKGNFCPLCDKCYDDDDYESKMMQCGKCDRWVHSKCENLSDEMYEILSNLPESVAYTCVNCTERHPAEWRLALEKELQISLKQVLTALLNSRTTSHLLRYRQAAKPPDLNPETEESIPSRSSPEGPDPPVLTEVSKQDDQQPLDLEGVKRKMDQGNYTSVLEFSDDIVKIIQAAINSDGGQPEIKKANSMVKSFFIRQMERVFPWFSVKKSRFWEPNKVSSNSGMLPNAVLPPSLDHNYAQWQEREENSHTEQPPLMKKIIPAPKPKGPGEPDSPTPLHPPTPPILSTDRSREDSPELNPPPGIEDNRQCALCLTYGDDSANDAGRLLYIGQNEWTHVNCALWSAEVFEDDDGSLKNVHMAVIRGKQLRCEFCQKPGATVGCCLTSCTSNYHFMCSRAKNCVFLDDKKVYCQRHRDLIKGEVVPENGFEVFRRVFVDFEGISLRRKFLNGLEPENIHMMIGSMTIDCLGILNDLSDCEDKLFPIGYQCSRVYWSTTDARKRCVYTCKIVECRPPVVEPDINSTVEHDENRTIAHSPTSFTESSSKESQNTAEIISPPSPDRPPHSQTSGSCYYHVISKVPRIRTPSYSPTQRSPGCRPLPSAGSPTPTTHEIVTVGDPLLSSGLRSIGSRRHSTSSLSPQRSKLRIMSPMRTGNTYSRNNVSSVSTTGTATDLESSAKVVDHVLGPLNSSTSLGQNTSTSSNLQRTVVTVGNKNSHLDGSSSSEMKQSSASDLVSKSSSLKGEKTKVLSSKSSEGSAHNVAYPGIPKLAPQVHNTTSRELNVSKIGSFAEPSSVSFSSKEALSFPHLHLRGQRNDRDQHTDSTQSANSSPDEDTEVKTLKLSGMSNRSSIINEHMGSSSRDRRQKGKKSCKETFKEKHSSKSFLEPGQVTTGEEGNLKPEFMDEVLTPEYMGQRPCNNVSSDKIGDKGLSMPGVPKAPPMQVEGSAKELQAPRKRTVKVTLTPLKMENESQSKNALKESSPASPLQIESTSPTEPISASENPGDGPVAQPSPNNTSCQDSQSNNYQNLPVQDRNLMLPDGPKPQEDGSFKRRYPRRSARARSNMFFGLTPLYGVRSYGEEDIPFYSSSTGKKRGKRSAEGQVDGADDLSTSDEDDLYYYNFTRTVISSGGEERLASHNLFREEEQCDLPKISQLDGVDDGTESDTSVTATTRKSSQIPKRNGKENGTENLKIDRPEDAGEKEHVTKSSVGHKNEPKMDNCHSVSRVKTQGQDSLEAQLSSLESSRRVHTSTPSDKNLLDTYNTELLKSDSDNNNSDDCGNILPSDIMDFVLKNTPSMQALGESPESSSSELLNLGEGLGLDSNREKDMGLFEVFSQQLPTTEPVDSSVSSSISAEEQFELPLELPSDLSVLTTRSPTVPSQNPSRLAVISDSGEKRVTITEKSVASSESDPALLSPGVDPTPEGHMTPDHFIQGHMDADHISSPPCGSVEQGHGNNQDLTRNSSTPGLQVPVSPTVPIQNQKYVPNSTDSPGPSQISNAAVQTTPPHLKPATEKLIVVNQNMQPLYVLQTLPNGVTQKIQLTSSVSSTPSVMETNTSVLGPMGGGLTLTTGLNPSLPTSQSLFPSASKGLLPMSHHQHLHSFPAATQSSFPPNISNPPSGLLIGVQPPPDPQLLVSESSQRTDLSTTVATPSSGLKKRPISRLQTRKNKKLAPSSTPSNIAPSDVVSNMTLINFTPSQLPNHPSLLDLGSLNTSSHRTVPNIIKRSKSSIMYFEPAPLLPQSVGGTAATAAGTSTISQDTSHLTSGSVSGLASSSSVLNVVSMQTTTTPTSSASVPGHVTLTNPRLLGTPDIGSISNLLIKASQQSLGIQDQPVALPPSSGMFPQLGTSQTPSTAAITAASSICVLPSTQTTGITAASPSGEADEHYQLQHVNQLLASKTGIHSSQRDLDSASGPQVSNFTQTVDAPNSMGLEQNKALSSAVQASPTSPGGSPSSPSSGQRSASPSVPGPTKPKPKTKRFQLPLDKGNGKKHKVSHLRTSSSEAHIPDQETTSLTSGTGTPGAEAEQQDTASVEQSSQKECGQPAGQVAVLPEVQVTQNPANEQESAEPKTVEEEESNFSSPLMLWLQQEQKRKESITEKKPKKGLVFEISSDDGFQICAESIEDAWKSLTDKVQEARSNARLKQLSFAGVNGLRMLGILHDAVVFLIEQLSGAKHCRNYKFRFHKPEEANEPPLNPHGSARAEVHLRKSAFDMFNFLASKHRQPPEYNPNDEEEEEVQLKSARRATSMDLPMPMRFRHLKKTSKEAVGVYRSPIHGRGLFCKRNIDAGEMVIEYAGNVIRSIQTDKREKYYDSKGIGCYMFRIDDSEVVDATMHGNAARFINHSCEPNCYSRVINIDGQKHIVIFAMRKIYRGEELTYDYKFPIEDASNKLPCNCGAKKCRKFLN
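Purified MLL-CXXC (added from a 7 uM solution) was preincubated 5 min at ambient with pinned compounds in 50 mM Tris-HCl pH 7.5, 50 mM NaCl, 1 mM DTT, 0.05% BSA. Fluorescein-labeled HOX-A9 DNA (50 nM solution) followed, 30 min, then polarization read.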
BCR signal inh – blocks chronic active B-cell receptor signaling | ABC-DLBCL IkBa-CBG/CBR reporter, luminescence ratio, 4 h | Potency, µM (highest dose often 46.1 µM), for the others: top-dose ratio change, negative = lower green/red ratio, hits mostly inhibitors | hit rate 0.05% among 340,000; active = well fitted inhibition curve with a large enough effect in the signal ratio, with a control signal flat, not every such curve was filed as active; inconclusive = small, poorly fitted or top-dose-only effect, or effect the other way, or a change in a side signal; the % refers to the signal ratio;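 note: potency is the fitted concentration of half-maximal effect; plate controls were basal doxycycline-induced cells for no effect and cells given 10 µM MG132 for full effect; MG132 reads +100%, hits lower the ratio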
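Doxycycline induced both beetle luciferases in TMD8 lymphoma cells; IKK-driven degradation limits the IkappaBalpha-fused green signal, while red luminescence normalises for cell number and nonspecific effects. Compounds tested up to 46 uM, 4 hrs.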
hERG WT inh – KCNH2 (human, wildtype) channel inhibition. U2OS, BacMam KCNH2, thallium flux FluxOr; active compounds read low. activity change, % at 1.84 µM. hit rate 0.37% among 340,000;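 active = maximum activity change below -70%; inconclusive = maximum activity change between -70% and -50%; inactive = maximum activity change above -50%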; note: % is set by controls: 0 for no effect and ±100 for the full control effect
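U2OS cells transduced with wild-type KCNH2 virus are loaded with FluxOr dye for 45 min, and thallium flux is measured in kinetic reads before and after stimulation buffer. Rate constants are normalized to DMSO controls.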
TSHR antagonist – blocks TSH signaling through the human TSH receptor; TSHR-expressing cells, TSH-stimulated cAMP HTRF, 2 h; active compounds read low; activity change, negative = inhibition, % at 11.5 µM; hit rate 0.2% among 330,000;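 active = activity change below a set negative limit, meaning inhibition stronger than a set level, cut at about -70% in these data; inconclusive = activity change between two set negative limits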; note: % is set by controls: 0 for no effect and ±100 for the full control effect
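Cell-based HTRF cAMP assay; TSHR cells + compound, TSH EC80 (4nM final), 2 h, 37 deg C. Lysis with anti-cAMP cryptate and cAMP-d2, 30 min RT, read 665/620 nm.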
GALK inhibitor – inhibitors of human galactokinase; Potency, µM (highest dose often 57.5 µM), inactives show top-dose activity change, negative = inhibition, usual class: inhibitors; P51570; hit rate 0.007% among 270,000; AID 1868; Purified GALK, Kinase-Glo residual ATP luminescence; note: potency is the fitted concentration of half-maximal effect; % is set by controls: 0 for no effect and ±100 for the full control effect
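Kinase-Glo Plus luminescence measured ATP left after a 1 h room-temperature reaction. The reaction used 5 nM GALK, 100 uM galactose and 35 uM ATP at pH 8.0 (20 mM HEPES, 5 mM MgCl2, 60 mM NaCl, 1 mM DTT, 0.01% BSA).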
Tb PFK inh – blocks T. brucei phosphofructokinase | O15648 | T. brucei PFK, ADP-Glo luminescence | Potency, µM (top dose mostly 57.5 µM), inactives show top-dose activity, negative = inhibition, actives largely listed as inhibitors | hit rate 0.17% among 330,000;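 note: potency is the fitted concentration of half-maximal effect; 0% = uninhibited 1x PFK enzyme wells and -100% = no-enzyme wells; nearly all actives have a fitted effect of over 60% in size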
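ADP-Glo luminescence quantified ADP after 45 min at room temperature, with 1.25 nM T. brucei PFK, 0.1 mM ATP and 0.5 mM fructose-6-phosphate in pH 8.0 TEA buffer. qHTS titrations up to 57 µM; curves classified by quality.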
TCR activator – activators of T cell receptors. AID 504894. primary human leukocytes, anti-CD3, IL-2 HTRF, 48 h. 330,000 tested, under 10 active. Potency, µM (titrated, usually from 9.22 µM), inactives show at the top dose activation of IL-2 secretion, hits mostly activators; note: % of control where 0% means no effect
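Using a-CD3 beads without co-stimulation, primary human leukocytes were exposed to compounds for 48 hr. An HTRF IL-2 kit measured the cytokine, with europium-to-d2 energy transfer producing emission at 665nm upon 320nm excitation.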
FBPA coupling cs – inhibits coupling enzyme system, counter-screen for aldolase hits | coupling enzyme system counterscreen, AmpLite Red fluorescence | hit rate 0.67% among 290,000 | activity change, negative = inhibition, % at 58.2 µM, hits read low; in the data active = activity change below about -30%; note: % is set by controls: 0 for no effect and ±100 for the full control effect
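Activity here indicates interference with the coupling reaction, not aldolase inhibition. Compounds at 57.5 uM final met coupling enzymes for 10 min at RT; substrate and AmpLite Red detection followed, with a 525/598 nm fluorescence read after 20 min.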
Giardia kill – Giardia lamblia killing; Giardia lamblia trophozoite viability; activity change, % at 7.66 µM, hits read low; hit rate 0.15% among 340,000; AID 540267; in the data active = activity change below about -80%; inconclusive = between about -30% and that limit;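 note: parasites exposed to compound for two days anaerobically before the ATP read; % is set by controls: 0 for no effect and ±100 for the full control effect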
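Giardia lamblia trophozoites (100 cells/well) were incubated with compounds for 48 h at 37 deg C under anaerobic conditions. Viability was read as ATP content by one-step luminescence after 15-30 min at room temperature.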
A-T KAP1 phos – candidate therapy for ataxia-telangiectasia. Potency, µM (highest dose often 57.5 µM), for inactives: at the top dose activation, hits mostly activators. […] A-T fibroblasts, KAP-1 phosphorylation AlphaLISA; neocarzinostatin DNA damage 30 min before lysis. hit rate 0.19% among 320,000; note: potency is the fitted concentration of half-maximal effect; % of control where 0% means no effect; nearly all actives have a fitted effect of over 45% in size
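ATM-like activity read as KAP-1 phosphorylation via AlphaLISA donor/acceptor antibody pairs after lysis and 6 hr at 25C. Cells were ATM-null patient fibroblasts ([…], hTERT), dosed 60 min, then exposed to the DSB inducer NCS for 30 min.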
* = called active by the depositor; ? = inconclusive; · = no result given; [ ] = dose if it differs, or a comment. Unless noted, calls come from the whole dose curve; as a rule, active = well fitted curve in the direction sought with a large enough effect; inconclusive = small, poorly fitted or top-dose-only effect, or another doubt; inactive = no such curve, though single readings can be large; an effect the other way counts as inactive or inconclusive.

SMILES | MLL CXXC-DNA inh | BCR signal inh | hERG WT inh | TSHR antagonist | GALK inhibitor | Tb PFK inh | TCR activator | FBPA coupling cs | Giardia kill | A-T KAP1 phos
CCC(=O)c1ccc(OCc2ccc(C(=O)c3ccccc3)cc2)cc1 | 8.2% | 1.4% | -23.3 | -25.8 | 0.7% | 1.7% | -0.7% | -0.4 | 3.8 | 5.7%
COCCNC(=O)CCn1nc(-c2ccc(C)cc2)c2ccccc2c1=O | 0.1% | -4.9% | -2.9 | -0.6 | 1.9% | -2.0% | -2.3% | 1.5 | 0.3 | 5.4%
CCC(C)[C@H](NC(=O)NCc1ccccc1)C(=O)O (stereo partly drawn) | -5.7% | 3.0% | -31.5 | -2.1 | 1.2% | 2.9% | · | 3.8 | -6.2 | 12.4%
Cc1ccc(CCN2CC(C(=O)NCc3ccco3)CC2=O)cc1 (stereo not drawn) | 3.9% | 7.4% | -10.8 | 43.3 | 0.0% | -5.5% | -1.1% | 0.6 | 9.7 | 3.1%
CCN(C(=O)Cc1ccc(NC2=NC3CS(=O)(=O)CC3S2)cc1)c1ccccc1 (stereo not drawn) | 6.5% | 6.4% | -5.7 | 26.0 | · | 2.3% | -1.6% | 4.6 | 15.1 | 1.2%
COc1ccc(CN2CCC(N3CC(C)OC(C)C3)CC2)c(OC)c1 (stereo not drawn) | -0.1% | -0.4% | 8.1 | -0.2 | · | -1.7% | 12.2% | 3.1 | -0.9 | -0.8%
S=C(NCC1CCCO1)Nc1ccccc1Cl (stereo not drawn) | -3.0% | 0.6% | 28.5 | -3.3 | -0.6% | -6.2% | 0.8%[46.1 µM] | 0.6 | -0.1 | 2.3%
COC1=C/C(=C/c2c(N)n3nc(CC(=O)N4CCCCC4)sc3nc2=O)C=CC1=O | ? | -0.5% | 12.6 | -1.3 | 11.6% | -4.4% | -4.0% | 7.1 | 10.0 | -8.0%
O=C1CCCc2nc(N3CCc4ccccc43)ncc21 | -4.1% | ? | 0.9 | 5.0 | 6.5% | -4.3% | -25.9% | -1.4 | -13.9 | 8.4%
CCOc1ccc2[nH]c3c(N4CCC5(CC4)OCCO5)ncnc3c2c1 | -5.5% | 7.0% | -1.1 | -2.0 | -1.0% | -0.2% | -7.3% | -18.2 | 10.2 | 1.0%
O=C(CSc1ccccc1C(=O)O)NC12CC3CC(CC(C3)C1)C2 | -11.9% | 19.1% | 8.9 | -0.2 | 9.1% | -2.3% | -5.0% | 6.4 | -13.0 | -5.4%
C[C@H]1COC(=O)[C@@H](CC(=O)OC(C)(C)C)C/C=C\C[C@@H](CC(=O)N(CCO)Cc2ccccc2)C(=O)N1 | · | -3.9% | · | 53.2 | · | 0.4% | 2.3% | · | -10.8 | 15.8%
CCOCCCn1c(=S)[nH]c2cc(C(=O)NCC(OC)OC)ccc2c1=O | 5.5% | 2.8% | -7.9 | -11.7 | 2.1% | -0.3% | 5.8% | 2.9 | 8.5 | 3.4%
Cc1cc(=O)oc2cc(OCC(=O)N3CC(C)OC(C)C3)ccc12 (stereo not drawn) | -1.7% | 2.7% | 10.1 | -7.5 | 0.3% | 3.0% | 3.4% | 4.0 | 3.3 | ·
COc1ccc(CN(C)C(=O)Cc2ccc(OC)c(S(=O)(=O)N3CCOCC3)c2)cc1OC | · | -9.1% | 5.1 | 5.8 | · | -3.4% | -4.7% | · | 5.2 | -2.1%
Cc1cc(C(=O)Nc2ccc3c(c2)OCCO3)co1 | -2.8% | -22.1% | -3.6 | 29.6 | -1.6% | -14.3% | 0.7% | -27.8 | -13.4 | 10.4%
S=c1[nH]nc(COc2ccccc2)n1C1CCCCC1 | 6.1% | -3.2% | 8.1 | -13.2 | -1.7% | 0.8% | 8.6% | 3.3 | -14.4 | 3.2%
Cc1nc(NCCCO)c(C#N)c2c1COC(C)(C)C2 | -5.3% | -0.5% | 2.1 | 7.0 | 0.5% | 0.9% | 4.6% | -0.3 | -2.3 | 5.2%
CCn1c(C2CCN(Cc3ccccc3)CC2)n[nH]c1=S | -2.3% | 2.1% | -1.7 | -6.9 | 1.8% | -1.9% | 2.4% | -3.2 | 36.2[activator] | -1.7%
O=C(OCc1ccc(Br)cc1)c1cccc(-c2nnc(-c3ccccc3)o2)c1 | 0.6% | 3.0% | 1.4 | 5.6 | 0.2% | -4.7% | -5.3%[46.1 µM] | -0.5 | -9.8 | 9.8%
COc1ccc(CCNc2nc(C)c(C(C)=O)s2)cc1OC | -5.7% | 1.2% | 2.1 | -8.4 | -7.0% | -0.5% | 5.6% | 1.4 | 13.6 | -2.9%
CSc1ccccc1NC(=O)CN(C)CC(=O)Nc1ccccc1N1CCOCC1 | 2.5% | ? | -15.1 | -0.9 | 0.2% | -1.0% | 6.1% | 1.4 | -2.0 | 4.1%
CC1CCN(CC(O)COc2cccc(F)c2)CC1 (stereo not drawn) | -1.7% | 5.2% | -4.1 | 10.8 | 2.5% | 1.2% | -0.9% | 0.2 | 5.4 | 0.4%
CC1CN(c2nc3ccccc3cc2-c2ccccc2)CC(C)O1 (stereo not drawn) | 6.2% | ? | 10.8 | 11.8 | 0.0% | 2.1% | -27.7% | 0.1 | 6.0 | ?
Cc1ccccc1C(=O)OCC(=O)NCc1ccco1 | · | 3.6% | 6.7 | 8.6 | · | -16.6% | -0.2% | · | -15.0 | 6.4%
COc1ccccc1NC(=O)CN1CCC(n2c(C)nc3cc(F)ccc32)CC1 | -2.1% | -7.8% | 15.1 | 9.8 | 3.8% | -0.7% | 3.1% | 1.6 | 16.2 | 3.8%
CCCN(CCC)CCCNC(=O)Cn1cnc2sc(C)c(S(=O)(=O)N3CCC(C)CC3)c2c1=O | 11.0% | -1.2% | 2.6 | -7.6 | -5.8% | 0.0% | -2.7% | -1.4 | -2.6 | -4.3%
COCCCNC(=O)CC(NS(=O)(=O)c1ccc(F)cc1)c1ccc(OC)cc1 (stereo not drawn) | -2.2% | ? | -8.5 | -4.1 | 0.2% | -5.4% | -3.0% | 1.1 | -1.0 | 1.8%
Cc1cc(C)cc(-n2ncc3c2CCCC3NC(=O)c2csnn2)c1 (stereo not drawn) | ? | -5.3% | -37.8 | -2.9 | -2.0% | -5.7% | 3.0% | 1.6 | -20.5 | 5.3%
Cc1cccc(N2CC(C(=O)Nc3nnc(SCC(=O)Nc4cc(C)on4)s3)CC2=O)c1 (stereo not drawn) | 17.4% | 7.1% | 5.0 | 7.1 | -3.3% | -4.8% | 7.3%[46.1 µM] | -43.9* | 11.6 | 1.4%
CCS(=O)(=O)Nc1cccc(C2=NN(C(=O)c3ccco3)C(c3ccco3)C2)c1 (stereo not drawn) | -5.6% | ? | -0.5 | 17.5 | -3.0% | 5.0% | -3.4% | 0.5 | 7.8 | -8.8%
Cc1c(NC(=O)/C(C#N)=C\c2cccs2)c(=O)n(-c2ccccc2)n1C | 11.4% | -4.0% | 13.8 | 20.7 | 0.1% | -1.2% | -1.1%[46.1 µM] | 1.1 | -8.8 | -2.0%
O=C(Cn1cnc2ccccc21)Nc1cccc(S(=O)(=O)N2CCCC2)c1 | · | -0.2% | 0.8 | -12.6 | · | -2.2% | -2.0% | · | 7.3 | 5.5%
O=C(CCNS(=O)(=O)c1cccs1)NCc1ccco1 | 2.6% | -2.7% | -31.7 | -2.8 | -0.6% | 1.3% | -3.8% | 3.7 | -4.9 | -1.9%
COCCn1c(C)cc2c(c1=O)C(c1ccco1)C(C#N)=C(N)O2 (stereo not drawn) | 7.3% | -28.3% | 8.3 | -8.1 | 0.7% | 2.4% | -6.4% | -0.2 | 12.9 | -6.5%
CC(C)CN(C(=O)C1CCC1)c1c(N)n(Cc2ccccc2)c(=O)[nH]c1=O | · | 6.9% | 9.3 | 12.1 | · | -10.9% | 6.9% | · | 20.2 | 9.1%
O=C(C1CC1)n1cc(C(=S)N2CCOCC2)c2ccccc21 | -2.7% | 2.3% | 1.9 | 14.9 | -0.6% | -7.3% | -7.1% | 1.7 | 17.8 | 1.3%
Cc1ccc(C(=O)O/N=C(\N)c2ccccn2)c(Cl)c1 | -9.9% | ? | -3.5 | -4.5 | 14.2% | ? | -4.6% | -0.9 | -25.6 | 3.6%
CC(C)/C=N/NC(=O)c1cc(Br)ccc1O | 3.8% | ? | 0.7 | -20.0 | · | 6.3% | 6.4%[46.1 µM] | 0.5 | -6.3 | 1.9%
Cc1cccc(C(C)C)c1NC(=O)COC(=O)C1CC(=O)N(Cc2ccccc2)C1 (stereo not drawn) | · | 4.0% | 4.8 | -8.8 | · | -9.1% | 0.8% | · | 10.3 | 4.1%

Compounds as they come, and some 1.6% of all compounds hit somewhere here.
